Screening data: PubChem BioAssay, several laboratories
MITF TRPM1 inh = inhibitors of MITF-dependent TRPM1 promoter reporter, primary screen, cell-based, SK-MEL-5, single point, luciferase | SK-MEL-5 TRPM1 promoter luciferase, 24 h | inhibition, % at 12.5 µM | 0.83% of 330,000 active | AID 488899, 2010;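 active = mean inhibition across replicates of 60% or more, whatever share of single replicates reaches that level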; also: values of inactives mirror those of a sister screen read the other way
TWEAK Fn14 block = inhibitors of TWEAK-Fn14 signaling, primary screen, luciferase reporter cells, uHTS; inhibition, % at 10 µM; AID 1159606, 2016; 2% of 360,000 active; TWEAK-stimulated Fn14 reporter cells, luciferase luminescence, 8 h; in the data active = inhibition above about 50%
NR2E3 ag-1 = NR2E3 agonists in two-hybrid cells, primary screen, cell-based, luminescence, CHO-S, Gal4-NCOR/VP16-NR2E3; Photoreceptor-specific nuclear receptor (Homo sapiens), Q9Y5X4; luciferase; inhibition of corepressor binding, % at 3.98 µM; 0.35% of 360,000 active; AID 602229, 2012;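 active = inhibition above the mean of all tested compounds plus 3 SD, cut at about 70% in these data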;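 also: 0% = DMSO with NR2E3 transfected cells and 100% = cells lacking NR2E3 construct; higher means lower luciferase signal from less NR2E3 corepressor binding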
Target sequence (Q9Y5X4 whole entry, looked up, the tested form may be a part): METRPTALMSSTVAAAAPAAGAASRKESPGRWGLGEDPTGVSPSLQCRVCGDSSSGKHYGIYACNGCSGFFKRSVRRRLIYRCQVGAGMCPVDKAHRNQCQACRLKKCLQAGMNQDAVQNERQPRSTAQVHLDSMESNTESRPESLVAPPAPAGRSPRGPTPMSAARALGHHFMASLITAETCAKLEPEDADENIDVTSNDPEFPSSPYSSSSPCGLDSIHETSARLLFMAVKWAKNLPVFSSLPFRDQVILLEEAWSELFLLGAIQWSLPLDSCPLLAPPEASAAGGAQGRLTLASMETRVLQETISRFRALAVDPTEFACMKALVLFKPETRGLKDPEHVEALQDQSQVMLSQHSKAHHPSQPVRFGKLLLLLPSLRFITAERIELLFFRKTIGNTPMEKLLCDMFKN
TROY NFkB inh = inhibitors of TROY-driven NF-kB signaling, primary screen, Q293 LMP1-TROYcd cells, NF-kB luciferase, uHTS; AID 1347056, 2019; Q293 LMP1-TROYcd NF-kB luciferase reporter, 4 h; 0.98% of 360,000 active; inhibition, % at 10 µM;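 active = compounds whose plate-normalised and pattern-corrected inhibition of the luciferase reporter signal at the single screening dose is 50% or more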
Shn3 3UTR inh = reduction of Shn3 3'UTR firefly luciferase signal, primary screen, Schnurri-3 inhibitor project, cell-based, Clone20 osteoblasts, set 2. Clone20 osteoblast Shn3 3'UTR firefly luciferase, 24 h. inhibition, % at 12.5 µM. 0.52% of 360,000 active. AID 588674, 2011;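 active = mean inhibition of at least 75% with every replicate also reaching 75%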;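 also: 0% = median of neutral control wells and 100% = pilot-screen positive control compound; some compounds past the cut are filed as inactive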
NR2E3 ag-2 = inhibitors of NR2E3-RetCOR corepressor binding, primary screen, NR2E3 agonist project, biochemical, TR-FRET, GST-NR2E3, biotin-RetCOR; 1536-well; inhibition of corepressor binding, % at 4.78 µM; 0.12% of 320,000 active; AID 2300, 2010;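 active = percent inhibition above the cutoff of mean plus 3 SD of all tested compounds, set per screening campaign, cut at about 20% in these data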;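 also: 0% = DMSO wells and 100% = biotin wells as full block of FRET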
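Material: NR2E3–RetCOR corepressor complex | Quantity: 1.35 nM GST-tagged NR2E3 final | Schedule: 5 h at 4 °C | Replication: Singlicate compound wells | Reagent: RetCOR corepressor, biotinylated, 7 nM | Controls: Biotin wells as high control, 0.6% DMSO wells as low control | Signal: TR-FRET, Eu(K)-anti-GST donor, streptavidin-D2 acceptor, ex 340, em 617/671 nm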
Peg3 prom inh = Peg3 promoter-driven luciferase inhibitors, primary screen, cell-based, HeLa, luciferase luminescence; inhibition, % at 20 µM; AID 588405, 2011; 1.7% of 360,000 active; HeLa PEG-Prom luciferase reporter, overnight;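 active = inhibition of at least 50% at 20 µM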
KKLEB tox = cytotoxicity in KKLEB CF airway cells, primary screen, cytotoxicity control for CF NF-kB inhibitor project, cell-based, uHTS, fluorescence assay plates; KKLEB CF airway cells viability, ATPlite luminescence, overnight; active compounds read low; cells stimulated with P. aeruginosa culture filtrate; activity change (cytotoxicity), % at 5 µM; 0.36% of 360,000 active;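 active = corrected activity change at or below -50% at 5 µM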
CF NFkB block = inhibitors of PAF-induced NF-kB signaling, primary screen, cell-based, GFP fluorescence, uHTS | KKLEB NF-kB-GFP reporter, GFP fluorescence overnight | inhibition, % at 5 µM | 0.86% of 360,000 active | AID 588850, 2011;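 active = at least 50% inhibition at 5 µM, scaled per plate between neutral and stimulator controls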;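 also: PAF is a Pseudomonas aeruginosa culture filtrate used as stimulus; plate controls were PAF-stimulated DMSO wells for no effect and unstimulated DMSO wells for full effect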
TRAIL sens C8 = viability loss with TRAIL in NB7+C8 cells, primary screen, TRAIL sensitizer project, cell-based, ATPlite luminescence | inhibition (viability loss, TRAIL sensitization), % at 10 µM | 1% of 360,000 active | AID 624354, 2012;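 active = compounds causing at least 50% loss of cell viability in the single-dose screen, relative to plate controls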
HIF-2a inh = HIF-2a reporter inhibitors, primary screen, luminescence, 786-0 RCC cells | 786-0 RCC cells HIF-2a reporter, luciferase luminescence, overnight | inhibition, % at 18.8 µM | 0.72% of 360,000 active | AID 624352, 2012;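 active = inhibition of the luminescence signal of 40% or more relative to plate controls, in a single-dose primary screen at 18.75 µM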
* marks the source's active call; other numbers are inactive results; . = not tested or not shown. A portion of the library; count on the stated rates, not on these rows.

entry	SMILES	TRAIL sens C8	NR2E3 ag-1	TROY NFkB inh	NR2E3 ag-2	MITF TRPM1 inh	Shn3 3UTR inh	Peg3 prom inh	TWEAK Fn14 block	HIF-2a inh	CF NFkB block	KKLEB tox
1	O=C(Cc1coc2cc3c(cc12)CCC3)OCC(=O)N1CCCC1=O	-2.9	12.1	59.1*	-1.2	26.1	14.8	27.6	82.9*	79.8*	35.2	-15.8
2	CS(=O)(=O)c1ccc(C(=O)N2CC(=O)Nc3ccccc32)cc1	-1.1	-10.8	5.0	-3.1	7.2	9.2	10.2	1.0	13.5	-1.3	7.0
3	O=C(NC1CCCC1)c1cc2ccccc2o1	10.3	-72.2	-20.7	-2.1	-19.2	-29.5	-98.2	-18.1	-145.7	17.6	5.2
4	CC(C)Cn1c(N)c(C(=O)COC(=O)c2ccc([N+](=O)[O-])o2)c(=O)n(C)c1=O	4.3	12.9	19.5	-1.8	36.6	12.0	24.7	-18.7	10.7	10.7	-10.6
5	Cc1ccc(NC(=O)COc2ncnc3cc([N+](=O)[O-])ccc23)cc1S(=O)(=O)N1CCOCC1	-9.1	-24.5	9.5	4.9	6.3	8.4	3.8	-20.1	7.2	-6.2	-0.9
6	O=C(COC(=O)c1cc(S(=O)(=O)N2CCOCC2)ccc1O)NCC1CCCO1 (configuration not stated)	2.5	-5.1	1.7	-2.2	7.8	8.5	11.2	11.7	8.5	1.8	13.5
7	COc1cccc(CN2CCNC(=O)C2CC(=O)NCc2cn3ccccc3n2)c1OC (configuration not stated)	7.8	8.8	-8.0	1.5	0.0	-9.2	10.6	13.1	10.0	-5.0	-2.8
8	CCOc1ccc(-c2[nH]nc3c2C(c2cccnc2)C(C#N)=C(N)O3)cc1 (configuration not stated)	2.1	-17.3	-1.8	2.4	-1.3	-4.1	21.0	-1.0	19.8	-14.6	2.9
9	C=CCN1C(=O)C(=O)N(CC(=O)NCC(=O)Nc2ccc(F)c(F)c2F)C1=O	-1.8	16.2	-6.1	.	3.9	-3.1	8.9	5.0	8.6	-5.3	3.3
10	N#Cc1nc(Cc2cccc3ccccc23)oc1NCCCn1ccnc1	7.3	-3.3	-4.8	1.4	14.9	6.6	26.0	0.7	20.4	16.5	-10.0
11	Cc1cccc(NC(=O)CCN2CC(C)CC(C)C2)c1 (configuration not stated)	-7.9	-20.8	11.1	10.3	7.8	15.6	-9.4	-9.1	7.7	1.5	-0.5
12	CC(=O)c1ccc(N2CCN(C(=O)c3cccc(Oc4ccccc4)c3)CC2)cc1	2.5	-19.4	21.6	2.5	-4.4	42.8	-26.7	-0.3	-97.3	1.0	5.0
13	COCCCNC(=O)CCn1c(=O)c2ccccc2n(Cc2cccc([N+](=O)[O-])c2)c1=O	-11.8	4.8	-5.6	0.3	4.9	9.6	7.6	-7.2	6.1	-5.4	15.3
14	O=C(O)c1ccc(N/N=C/c2cn(Cc3ccccc3F)c3ccccc23)cc1	0.7	-50.0	31.4	0.4	-67.0	-46.3	-83.1	32.7	-153.9	28.4	-3.2
15	O=C(NC1CCN(S(=O)(=O)c2ccc(Cl)cc2)CC1)c1cccnc1	-10.5	-14.5	-19.7	4.0	0.7	5.8	8.8	18.5	5.6	3.6	10.1
16	CNC(=O)Cn1nc(C)c(S(=O)(=O)N2CCOCC2)c1C	-1.3	-6.8	-8.5	.	6.5	-13.1	5.8	-15.8	16.9	2.3	13.8
17	COc1ccc(NC(=O)CSc2nc(-c3ccco3)nc3cc(=O)[nH]n23)cc1Cl	-5.4	-11.7	-6.2	-1.0	2.3	-10.1	15.1	-5.8	22.8	18.7	-19.4
18	O=C(NCCc1c[nH]c2ccccc12)c1cncc(Br)c1	-20.2	-21.8	-16.5	0.3	17.2	-24.7	-9.3	13.1	-20.8	17.7	7.3
19	CCO[C@@H]1OC(C(=O)O)=C[C@H](c2ccc(C(F)(F)F)cc2)[C@H]1CCCO	0.0	17.6	7.6	-2.7	-7.7	-8.5	5.1	-1.3	16.0	10.9	5.4
20	CCOc1cc(C(=O)Nc2ccc(F)cc2)cc(Br)c1OC	5.0	-8.3	18.5	4.2	-1.3	37.3	-11.7	31.7	0.1	-15.3	-3.0
21	Cc1cc(OC(C)C)nc(-c2ccccc2O)n1	-1.0	-11.5	-8.3	-2.2	-8.0	5.3	32.6	12.5	1.6	13.8	-24.8
22	CCCN1C(=O)/C(=C/c2nc3ccccc3c(=O)[nH]2)c2ccccc21	4.8	-5.0	-3.5	-2.1	-8.4	-12.6	47.0	32.7	19.7	-32.3	4.7
23	CCOC(=O)N1CCC(NC(=O)c2cc(C(=O)NCc3ccc(F)cc3)ccc2CO)CC1	-15.9	2.0	5.7	-1.6	-6.8	14.9	1.0	-2.3	4.3	0.2	4.0
24	CCOc1ccc(S(=O)(=O)NCc2ccc3c(c2)OCO3)cc1	1.6	-9.9	8.7	3.9	7.2	13.3	6.2	7.7	8.1	-4.3	-1.6
25	Cc1onc2c(=O)n(-c3ccccc3)nc(-c3ccccc3)c12	-1.7	15.7	-17.8	-2.7	6.5	-7.5	4.8	2.1	18.3	3.4	12.3
26	CCCOc1ccc(/C=C/C(=O)N2CCN(C(=O)c3ccco3)CC2)cc1OC	-3.6	-23.3	-20.3	.	.	3.1	20.5	6.8	5.9	-28.7	-0.4
27	CC(=O)Nc1ccc(S(=O)(=O)NCCC(=O)OCc2csc(CC(=O)Nc3ccccc3C)n2)cc1	4.3	-18.8	-5.2	4.5	0.5	-8.4	-1.3	0.3	9.6	-15.5	10.3
28	Cc1ccc(S(=O)(=O)c2nc(Nc3ccccc3N3CCOCC3)sc2Cl)cc1	-28.4	-21.5	15.2	0.5	-3.7	30.9	23.3	40.1	9.3	3.9	-7.2
29	Cc1cccnc1NC(=O)c1ccc(OCC2CCCO2)cc1 (configuration not stated)	11.9	-15.3	-30.0	0.0	-14.5	-22.6	-37.2	-16.7	-106.3	15.0	-23.6
30	CC(CCc1ccccc1)NC(=O)C1CCC1 (configuration not stated)	26.1	1.3	-21.3	1.1	3.8	71.6	-9.3	-14.7	4.7	-19.4	8.4
31	O=C(COc1ccccc1C(=O)O)Nc1cccc2ccccc12	-16.6	-3.4	9.0	.	.	-15.9	14.6	10.7	12.1	5.8	-13.0
32	CCOC(=O)c1c(NC(=O)C2=C(C)NC(=S)NC2c2ccc(F)cc2F)sc(C)c1C (configuration not stated)	-19.6	3.8	19.9	-2.6	-9.5	-29.2	21.9	31.6	19.0	33.3	-9.9
33	Cc1ccc(S(C)=O)cc1-n1c(=O)n(Cc2ccccc2)c(=O)c2[nH]cnc21 (configuration not stated)	-22.9	-26.8	12.0	-3.1	-2.2	-3.3	15.4	-0.7	11.5	-4.8	13.9
34	COc1ccc(OC)c(C(O)c2ncc(-c3ccccc3Cl)[nH]2)c1 (configuration not stated)	-5.3	-19.1	7.0	.	.	7.6	15.1	-15.1	7.2	-22.4	0.3
35	O=C(Cn1ccc2cc(S(=O)(=O)N3CCCC3)ccc21)NCc1ccccc1	-4.8	-0.2	4.9	4.1	-7.1	18.7	-2.8	2.4	6.3	-5.1	-11.1
36	COc1ccccc1-n1nnnc1SCc1cc2c(cc1Br)OCO2	2.5	4.0	15.5	1.2	-7.8	-8.5	23.5	-11.4	7.4	4.9	5.7
37	O=c1c2c([nH]c3ccccc13)C(=C1CCCC1)CC2	-9.7	21.1	0.6	-2.4	2.4	20.9	22.9	47.3	3.6	-0.3	-6.1
38	CCOc1ccc(C(=O)OCC(=O)N2CCCC2)cc1	-8.2	-16.5	-24.8	-0.1	-14.7	-2.9	-93.4	-3.7	-111.5	5.8	5.2
39	OCCN1CCOCCOc2ccccc2OCCOCC1	1.5	-19.7	-11.5	-1.4	15.3	-2.0	2.1	-1.0	23.4	-4.8	2.2
40	CCOC(=O)[C@@H]1[C@H]2COc3ccccc3[C@@H]2N2C(=O)N(c3cccc(C)c3)C(=O)[C@@]12C	22.0	-40.7	-0.8	.	-3.6	-6.3	5.2	6.9	0.5	-7.8	4.0
41	Cc1ccc(S(=O)(=O)N2CCN(C(=O)COC(=O)CC(C)c3ccccc3)CC2)c(C)c1 (configuration not stated)	2.8	-14.0	-17.1	.	4.4	-11.9	-11.3	4.0	12.9	3.0	-9.7
42	Cc1ccc(C(=O)Nc2cccnc2)cc1Cl	9.2	0.9	-52.0	0.1	-25.7	-26.7	-163.4	-26.9	-184.0	-0.3	4.1
43	CCCNC(=O)C1(CC2CC(c3ccccc3)=NO2)CCN(C(=O)Cc2ccc(F)cc2)CC1 (configuration not stated)	-12.9	5.8	-12.1	0.0	-4.5	-27.8	9.0	-5.5	-2.9	1.2	7.9
44	OC(C#CCN1CCCC1)c1ccccc1 (configuration not stated)	-29.3	-25.2	-6.4	3.9	-12.2	10.4	0.3	8.5	14.0	2.1	-6.8
45	CC(=O)c1ccc(N2CCN(C(=O)c3ccc(Br)cc3)CC2)c(F)c1	3.1	5.1	-2.8	2.8	0.3	28.4	10.1	-6.4	13.3	2.7	2.3
46	O=C(O)c1ccc2c(=O)n3c(nc2c1)/C(=C/c1ccc(Cl)cc1Cl)CC3	11.2	-7.3	8.7	-5.0	-7.6	-26.7	10.6	13.0	11.7	-1.5	11.5
47	COC(=O)c1sc2ccccc2c1NC(=O)c1ccc(S(=O)(=O)N2CC(C)CC(C)C2)cc1 (configuration not stated)	15.6	9.6	-23.8	0.4	-2.1	5.5	8.5	-12.0	-3.2	17.6	-20.7

Full records as entered above. Order of values: TRAIL sens C8, NR2E3 ag-1, TROY NFkB inh, NR2E3 ag-2, MITF TRPM1 inh, Shn3 3UTR inh, Peg3 prom inh, TWEAK Fn14 block, HIF-2a inh, CF NFkB block, KKLEB tox
Listed for `CCCNC(=O)C1(CC2CC(c3ccccc3)=NO2)CCN(C(=O)Cc2ccc(F)cc2)CC1` (configuration not stated) : -12.9, 5.8, -12.1, 0.0, -4.5, -27.8, 9.0, -5.5, -2.9, 1.2, 7.9
Listed for `CCOC(=O)[C@@H]1[C@H]2COc3ccccc3[C@@H]2N2C(=O)N(c3cccc(C)c3)C(=O)[C@@]12C` : 22.0, -40.7, -0.8, ., -3.6, -6.3, 5.2, 6.9, 0.5, -7.8, 4.0
Listed for `OC(C#CCN1CCCC1)c1ccccc1` (configuration not stated) : -29.3, -25.2, -6.4, 3.9, -12.2, 10.4, 0.3, 8.5, 14.0, 2.1, -6.8
